# High-throughput results as filed in PubChem.
# STEP inh: STEP phosphatase inhibitors, primary screen, biochemical, fluorescence intensity, uHTS. recombinant STEP, OMFP fluorogenic substrate. inhibition, % at 20 µM. Tyrosine-protein phosphatase non-receptor type 5 (Homo sapiens), P54829. AID 588621, 2011. 360,000 compounds, 0.25% hits;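 active = inhibition at 20 µM, scaled per plate between control wells, above about 37%, limit read from the data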;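 note: 0% = DMSO with enzyme and substrate and 100% = substrate only without enzyme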
#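 Assay system: isolated STEP enzyme / Timing: 20 min at room temperature, dark / Doses: 20 µM, 1% DMSO / Technique: fluorescence intensity, excitation 480 nm, emission 540 nm / Reagent: fluorogenic phosphatase substrate OMFP at 25 µM final / Measure: percent inhibition scaled to no-enzyme and uninhibited-enzyme controls, plate-pattern corrected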
# LMPTP inh: LMPTP phosphatase inhibitors, primary screen, biochemical, fluorescence intensity, uHTS; Low molecular weight phosphotyrosine protein phosphatase (Homo sapiens), P24666; recombinant LMPTP-A, OMFP fluorogenic substrate; inhibition, % at 20 µM; 360,000 compounds, 0.22% hits;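 active = compounds that cut the enzyme signal by at least half of the control window in the single-dose screen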;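 note: plate controls were DMSO wells with enzyme plus substrate for no effect and substrate without enzyme for full effect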
# Target sequence (P24666 whole entry, looked up): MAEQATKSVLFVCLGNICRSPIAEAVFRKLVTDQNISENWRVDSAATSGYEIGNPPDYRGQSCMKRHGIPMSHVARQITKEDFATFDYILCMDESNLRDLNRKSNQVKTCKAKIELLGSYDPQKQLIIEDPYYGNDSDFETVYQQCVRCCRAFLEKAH
#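 Test system – LMPTP-A phosphatase enzyme · Quantity – 0.625 nM LMPTP-A final · Reagent – OMFP substrate, 400 µM final · Dosing – one test concentration per compound, 20 µM, with 3% DMSO overall · Timing – 50 min enzyme reaction at room temperature, protected from light · Detection – fluorescence intensity · Controls – substrate-only low control, DMSO enzyme-plus-substrate high control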
# MT1-MMP act inh: blockers of MT1-MMP proenzyme processing, primary screen, HT1080 RFP-PRO-GFP cells, GFP/RFP fluorescence. 360,000 compounds, 0.061% hits. GFP/RFP ratio fluorescence, overnight; percent of plate control window, DMSO zero. GFP/RFP ratio change, % at 20 µM. AID 651647, 2012;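 active = GFP/RFP ratio change of at least 30% with cell ATP level not reduced by more than half and red fluorescence within 50% of control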; note: strong numbers were not always called active
#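 Test system: HT1080 cells expressing an RFP-PRO-GFP fluorescent reporter construct / Compound dosing: single-point 20 µM compound, 1% DMSO / Schedule: cells overnight before dosing, compound overnight, 37 °C, 5% CO2 / Evaluation: GFP/RFP fluorescence ratio / Control set: DMSO and RFP-L50D-GFP cell wells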
# Rpn11 inh: Rpn11 (PSMD14) deubiquitinase inhibitors, primary screen, biochemical, fluorescence polarization, uHTS; 360,000 compounds, 0.59% hits; 26S proteasome non-ATPase regulatory subunit 14 (Homo sapiens), O00487; human 26S proteasome, Ub4-pepOG fluorescence polarization; 20S core pre-blocked with epoxomicin; calls only at 20 µM; AID 588493, 2011;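 active = inhibition at 20 µM, scaled to each plate's controls, above about 33%, limit read from the data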
# SUMO1 PPI mod: modulators of SUMO1 protein-protein interactions, primary screen, biochemical, uHTS | SUMO1 binding to a labelled peptide, TR-FRET, 1 h | Small ubiquitin-related modifier 1 (Homo sapiens), P63165 | AID 602429, 2012 | inhibition, % at 20 µM | 360,000 compounds, 0.33% hits; in the data active = inhibition above about 37%
# DNMT1 inh: human DNMT1 methyltransferase inhibitors, primary screen, biochemical, molecular beacon, fluorescence, HinP1I cleavage, uHTS | inhibition (reported as % activation of signal), % at 10 µM | 360,000 compounds, 0.83% hits | AID 588458, 2011; in the data active = inhibition above about 50%
# Scp1 inh: Scp-1 phosphatase inhibitors, primary screen, biochemical, colorimetric, uHTS; Carboxy-terminal domain RNA polymerase II polypeptide A small phosphatase 1 (Homo …; Recombinant Scp1, phosphopeptide, malachite green phosphate absorbance; inhibition, % at 20 µM; 340,000 compounds, 0.88% hits; AID 493091, 2011;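 active = inhibition above about 50% at 20 µM, limit read from the data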;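 note: plate controls were DMSO wells with enzyme for no effect and wells lacking enzyme for full effect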
#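 Material: truncated SCP-1 phosphatase (76-261aa) / Buffer or medium: 50 mM Tris acetate pH 5.5, 0.005% Tween-20, 10 mM MgCl2 / Compound dosing: one concentration, 20 µM, with 1.0% DMSO / Incubation: 45 min room-temperature reaction, 5 min colour, 30 min stabiliser / Detection: colorimetric free-phosphate detection, absorbance 630 nm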
# NRP1-CendR mod: modulators of CendR peptide binding to NRP-1, primary screen, biochemical, fluorescence polarization, uHTS. Neuropilin-1 (Homo sapiens), O14786. inhibition, % at 25 µM. 360,000 compounds, 0.85% hits. FAM-RPARPAR peptide binding to NRP-1. AID 602438, 2012;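 active = inhibition or corrected inhibition above about 18%, plus a signal ratio from 0.5 to 1.5, limit read from the data, passing the limit was not always enough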; note: strong numbers were not always called active
# Target sequence (O14786 whole entry, looked up): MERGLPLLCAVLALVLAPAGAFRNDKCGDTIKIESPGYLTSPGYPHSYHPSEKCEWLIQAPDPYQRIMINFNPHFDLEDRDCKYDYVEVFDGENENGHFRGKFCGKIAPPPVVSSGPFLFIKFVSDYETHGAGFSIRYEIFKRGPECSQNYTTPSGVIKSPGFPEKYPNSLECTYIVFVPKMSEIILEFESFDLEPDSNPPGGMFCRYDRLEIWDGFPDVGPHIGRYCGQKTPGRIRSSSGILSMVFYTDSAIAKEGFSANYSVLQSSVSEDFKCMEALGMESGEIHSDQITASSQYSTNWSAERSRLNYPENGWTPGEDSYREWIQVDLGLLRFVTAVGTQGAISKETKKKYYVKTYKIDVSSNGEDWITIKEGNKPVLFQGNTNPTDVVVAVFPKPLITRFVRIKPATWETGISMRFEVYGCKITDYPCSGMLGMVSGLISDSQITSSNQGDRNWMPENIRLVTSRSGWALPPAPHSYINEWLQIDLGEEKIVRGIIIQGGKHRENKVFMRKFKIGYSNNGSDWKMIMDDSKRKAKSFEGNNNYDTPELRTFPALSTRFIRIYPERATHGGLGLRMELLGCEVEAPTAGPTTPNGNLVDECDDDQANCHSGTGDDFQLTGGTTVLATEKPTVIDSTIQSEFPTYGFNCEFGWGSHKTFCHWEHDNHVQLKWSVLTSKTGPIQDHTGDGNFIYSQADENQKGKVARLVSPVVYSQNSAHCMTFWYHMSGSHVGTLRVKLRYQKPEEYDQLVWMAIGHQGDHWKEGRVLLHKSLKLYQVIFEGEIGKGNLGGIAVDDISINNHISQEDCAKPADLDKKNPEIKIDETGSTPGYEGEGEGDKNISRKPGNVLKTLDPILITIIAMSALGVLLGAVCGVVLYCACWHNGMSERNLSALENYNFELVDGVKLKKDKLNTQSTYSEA
# NadD block: inhibitors of S. aureus NadD, primary screen, biochemical, colorimetric, uHTS | Nicotinate-nucleotide adenylyltransferase NadD (Staphylococcus aureus N315) | purified NadD enzyme, colorimetric absorbance read-out | inhibition, % at 20 µM | 360,000 compounds, 0.78% hits | AID 602399, 2012; in the data active = inhibition above about 26%; note: some compounds past the cut are filed as inactive
# SKN-1 inh: suppressors of acrylamide-induced Pgst-4::GFP reporter in worms, primary screen, SKN-1 inhibitor project, whole organism, uHTS, GFP/RFP fluorescence ratio, strain VP596. C. elegans VP596 Pgst-4::GFP/RFP ratio, 24 h. inhibition, % at 21.8 µM. 360,000 compounds, 0.49% hits. AID 624304, 2012;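 active = interference check ratio from 0.5 to 1.5 plus GFP to RFP signal ratio inhibition reaching or exceeding a fixed threshold, cut at about 30% in these data, passing the limit was not always enough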; note: some compounds called inactive have numbers as strong as hits
# Numbers without * were called inactive; i = inactive; . = not tested or not shown; + = active, no number.
SMILES	STEP inh	LMPTP inh	MT1-MMP act inh	Rpn11 inh	SUMO1 PPI mod	DNMT1 inh	Scp1 inh	NRP1-CendR mod	NadD block	SKN-1 inh
NC1CCc2cc(O)c(O)cc2C1 (stereo not given)	-2	-0.1	1	i	-1	7	-12	5	1	1
CC(C)CCNC(=O)c1cc(C(=O)c2cc(Br)ccc2O)cn(CCC(C)C)c1=O	1	0.1	-21	+	1	0	-4	-57	3	3
CCCCn1c(N)c(C(=O)NCc2cccs2)c2nc3ccccc3nc21	-6	4.1	-18	i	-4	-41	-12	-5	6	23
O=c1c2ccccc2nc(Cc2ccccc2)n1-c1cccc(O)c1	-1	-1.8	-1	i	0	1	1	12	-8	9
O=c1[nH]c(=S)n(-c2ccccc2)c(O)c1/C=N/N1CCOCC1	-2	-2.0	-5	i	-4	-2	-3	-4	3	8
Clc1ccc2c(c1)C(c1ccccc1Cl)=NCc1nnc(N3CCN(CCOc4ccccc4)CC3)n1-2	3	0.9	0	i	0	-7	-5	16	1	4
CCCCCCC(=O)N/N=C/c1c(O)n(C(C)CC)c(=S)[nH]c1=O (stereo not given)	2	-2.2	2	i	8	-7	-23	6	6	5
C[C@H]1COc2cc(N3CCN(C)CC3)ccc2S(=O)(=O)N1	.	-3.8	2	.	1	.	.	15	-3	-14
N#CC12c3ccccc3C(=O)N1Cc1cnnn1-c1ccccc12 (stereo not given)	-2	1.0	-2	i	3	14	.	11	-3	5
O=C(c1ccc(Cl)cc1)C1CCCN(Cc2ccon2)C1 (stereo not given)	-1	-1.0	1	i	-2	-2	-2	11	-4	-6
COc1ccc(CN(CCc2c[nH]c3ccccc23)Cc2ccc(OC)cc2)cc1	1	1.3	2	i	5	-18	4	-11	0	-1
C=CCn1c(=O)c(C=Nc2c(OC)cccc2[N+](=O)[O-])c(O)n(CCCC)c1=O	2	1.6	-77	+	-22	2	-3	-18	2	11
COC(=O)C(O)(c1ccc(N(C)C(=O)c2ccc(Cl)c(Cl)c2)cc1)C(F)(F)F (stereo not given)	-6	0.6	-3	i	6	-3	-7	0	-5	10
O=C(Nc1ccc(Br)cc1)c1nn(C23CC4CC(CC(C4)C2)C3)cc1Br	4	2.5	-4	i	2	3	-7	10	2	7
CCCCN1C(=O)NC(=O)C2(Cc3c(nc4ccccn4c3=O)N3CCc4ccccc4C32)C1=O (stereo not given)	-2	-0.1	3	i	-6	-3	-8	-4	7	23
COC(=O)c1ccccc1OP1(=O)COc2ccccc2OC1	-2	-0.6	1	i	-4	-2	-4	9	-6	8
CCOC(=O)c1c(-c2ccccc2)oc2ccc(OC(=O)N(C)C)cc12	4	-0.6	-2	i	-6	-3	-5	-1	-2	-29
CCN(CC)CCN/N=C(\C)c1c(O)[nH]c(=O)[nH]c1=O	-3	-4.7	2	i	-1	-2	1	4	-4	-10
CCOC(=O)C1C(=O)NC23CCCC2C1c1ccccc1O3 (stereo not given)	0	-2.1	-1	i	1	1	-11	-5	-1	7
COCCNC(=O)N1[C@H]2CC[C@@H]1C(C(=O)OC)=C(c1ccc(OC(F)(F)F)cc1)C2	-1	-1.3	6	i	2	2	-2	3	5	-15
CCOc1ccc(-c2cc(C)[n+](CCO)c(-c3ccc(OCC)cc3)c2)cc1	4	0.2	-9	i	-8	-2	6	14	-5	-12
c1cc2c(cc1[C@H]1OC[C@H]3[C@@H]1CO[C@@H]3c1ccc3c(c1)OCO3)OCO2	3	1.0	-4	i	1	-2	-12	2	-6	1
c1ccc(CNC2CCCCCCC2)cc1 (tested in a mixture with another compound)	-5	-0.8	-3	i	11	-2	10	-6	2	-12
CCOC(=O)c1c(NC(=O)c2c(N)n(CCCOC)c3nc4ccccc4nc23)sc2c1CCCC2	-4	-1.6	-6	i	21	-17	-8	6	-9	8
CCOP(=O)(Nc1ccc2c(c1)C(=NNC(N)=S)c1ccccc1-2)OCC	4	1.4	4	i	-18	-20	-5	-2	2	11
Cn1cccc1/C=C1/C(=O)NC(=S)N(Cc2ccc(F)cc2)C1=O	1	15	39*	i	64*	91*	11	-13	45*	-1
S=C(NCCc1ccccc1)N1Cc2cc(N3CCCCC3)ccc2-n2nncc2C1	0	2.2	-4	i	-26	-13	.	-24	2	19
Cc1cc(OC(=O)c2ccco2)c2c3c(c(=O)oc2c1)CCC3	1	1.3	5	i	-15	4	0	4	-5	9
CC(C)c1oc(=O)cc2c1[C@@H](O)[C@H]1OC(=O)[C@@]3(C)C[C@@H](O)[C@@H](O)[C@@]2(C)C13 (stereo not given in full)	2	-1.4	-43	i	0	8	-15	6	3	8
COc1ccc(OC(=O)N(C)C)c(CN(C)C)c1	-2	-3.4	1	i	1	-1	-5	27*	-7	18

# One compound at a time, from the list above:
# Profile of CCCCn1c(N)c(C(=O)NCc2cccs2)c2nc3ccccc3nc21 : STEP inh: -6; LMPTP inh: 4.1; MT1-MMP act inh: -18; Rpn11 inh: i; SUMO1 PPI mod: -4; DNMT1 inh: -41; Scp1 inh: -12; NRP1-CendR mod: -5; NadD block: 6; SKN-1 inh: 23
# Profile of O=C(c1ccc(Cl)cc1)C1CCCN(Cc2ccon2)C1 (stereo not given) : STEP inh: -1; LMPTP inh: -1.0; MT1-MMP act inh: 1; Rpn11 inh: i; SUMO1 PPI mod: -2; DNMT1 inh: -2; Scp1 inh: -2; NRP1-CendR mod: 11; NadD block: -4; SKN-1 inh: -6

# (continued)
SMILES	STEP inh	LMPTP inh	MT1-MMP act inh	Rpn11 inh	SUMO1 PPI mod	DNMT1 inh	Scp1 inh	NRP1-CendR mod	NadD block	SKN-1 inh
NC(Cc1ccc(F)cc1)c1csc(Nc2ccccn2)n1 (stereo not given)	0	-1.7	-2	i	-7	-2	.	5	-1	1
CSc1nc(N2CCN(C)CC2)c2ccccc2n1	0	0.4	-4	i	1	5	-3	3	-10	-14
COC(=O)C1=C(c2ccc(OCc3ccccc3)cc2)C[C@@H]2CC[C@H]1N2C	-2	0.3	4	i	-4	3	.	8	11	13
Cc1nn(Cc2ccccc2)c(C)c1C(=O)O	-3	-0.5	0	i	2	4	2	4	-7	-13
CN1CCN(c2ncc(C=O)s2)CC1	2	-0.9	-2	i	-9	-5	18	4	-5	-1
CC(=O)NC1CC2CCC(C1)N2 (stereo not given)	-1	-1.8	1	i	-1	6	-1	-1	-1	-15
CCC(C)NC(=O)c1c(N)n(CC2CCCO2)c2nc3ccccc3nc12 (stereo not given)	-1	4.6	-2	i	40	3	-2	6	-3	21
Cc1ccc(-c2nc3ccccc3c(=O)n2-c2ccncc2)cc1	2	-1.8	-2	i	0	-1	-3	11	-2	9
CCOC(=O)C1(CCc2ccccc2)CCN(Cc2ccc(NC(C)=O)cc2)CC1	0	-2.5	-2	i	10	-1	12	-5	-11	4
COc1ccc(Nc2ncc(C(=O)N3CCC4(CC3)OCCO4)c3ccccc23)cc1	-2	-0.1	4	i	19	-5	-3	-6	0	12
Cn1ccc(NC(=O)CCl)n1	-2	-2.6	6	i	3	3	-7	-4	-3	-6
CN1CCN(c2ccc(Cl)cc2N)CC1	0	0.0	0	i	3	1	-8	-20	-10	14
Cc1ccccc1C(=O)N1Cc2ccccc2-n2nncc2C1	4	-1.1	1	i	1	0	.	6	-1	-3
Cc1ccc(C2C(=O)NC(=O)NC2=O)cc1	3	-0.6	2	i	-1	-5	-4	9	-7	13
Cn1cnnc1Sc1cc(N2CCNCC2)ccc1[N+](=O)[O-]	1	-0.5	-2	i	-36	0	0	-3	0	2
CC(C)N1CCOC(c2ccc(O)c(O)c2)C1 (stereo not given)	-3	-1.6	3	i	3	11	.	19	-1	3
C=C1C(=O)O[C@@H]2C[C@@H](C)[C@@H]3C=CC(=O)[C@@]3(C)[C@@H](OC(=O)CC(=O)O[C@H]3[C@@H]4C(=C)C(=O)O[C@@H]4C[C@@H](C)[C@@H]4C=CC(=O)[C@]43C)[C@H]12	3	2.5	-5	+	24	25	32	-62	17	-8
O=C(CN1CC=C(c2ccccc2)CC1)Nc1c(Cl)cccc1Cl	2	1.5	0	i	-5	-2	-11	-14	-4	4
Cc1ccc(CCN2CC(C(=O)N3CCC4(CC3)OCCO4)CC2=O)cc1 (stereo not given)	-2	-2.2	-6	i	-1	-1	-13	11	-8	-16
O=C1NC(=O)C2(Cc3c(nc4ccccn4c3=O)N3CCCCCC32)C(=O)N1Cc1ccccc1 (stereo not given)	-2	-0.4	-3	i	-4	-1	-2	7	11	-2
CC(=O)CC(C)(C)n1c[n+](C)nn1	-2	-1.1	2	i	-4	3	7	8	1	9
O=c1[nH]c2ccccc2n1C1CCN(C(c2ccccc2OC(F)(F)F)c2nnnn2-c2ccc3c(c2)OCCO3)CC1 (stereo not given)	-2	5.1	-25	i	4	-23	.	7	29*	-5
CC(=O)C1C(N2CC2)CC2C3CC=C4CC(O)CCC4(C)C3CCC21C (stereo not given)	1	3.0	3	i	8	-1	-2	1	5	9
O=C(CN1CCN(CCO)CC1)Nc1ccc(Cl)cc1C(=O)c1ccccc1	1	-1.1	-3	i	3	5	-8	-15	-7	-4
N#Cc1ccccc1OCC(=O)N1CCN(CC(=O)Nc2ccc(F)cc2)CC1	-3	-1.9	2	i	4	2	-7	-6	2	-5
COc1ccc(C(SCC(NC(=O)OCc2ccccc2)C(=O)O)c2ccc(OC)cc2)cc1 (stereo not given)	1	-0.1	6	i	5	0	.	8	1	13
CC1(CCl)CN1S(=O)(=O)c1ccccc1 (stereo not given)	0	-1.6	4	i	0	1	-12	-5	-5	-11

# An excerpt; the hit share may differ from the screen's.
